Screening data (PubChem)
LMP1 NFkB inh – inhibitors of Epstein-Barr LMP1-induced NF-kappaB reporter. hit rate 0.69% among 350,000. inhibition, % at 12.5 µM. LMP1-induced NF-kappaB luciferase reporter cells, luminescence; in the data active = inhibition above about 41%;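 note: 0% = neutral control wells and 100% = reference inhibitor control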
Peg3 promoter – Peg3 promoter activity inhibition | hit rate 1.7% among 360,000 | inhibition, % at 20 µM | HeLa PEG-Prom luciferase reporter, luminescence, overnight | AID 588405;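 active = inhibition of at least 50% at 20 µM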
Shn3 inh set2 – Schnurri-3 reporter inhibition in Clone20 osteoblasts; Clone20 osteoblast Shn3 3'UTR firefly luciferase, 24 h; inhibition, % at 12.5 µM; hit rate 0.52% among 360,000;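 active = mean inhibition of at least 75% with every replicate also reaching 75%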;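 note: 0% = median of neutral control wells and 100% = pilot-screen positive control compound; some compounds past the cut are filed as inactive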
KKLEB cytotox – reduces viability of KKLEB cystic fibrosis airway cells. KKLEB CF airway cells viability, ATPlite luminescence, overnight; hits give low values; cells stimulated with P. aeruginosa culture filtrate. activity change (cytotoxicity), % at 5 µM. hit rate 0.36% among 360,000;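 active = corrected activity change at or below -50% at 5 µM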
NR2E3 ag-1 – activates human NR2E3 receptor; Q9Y5X4; CHO-S Gal4-NCOR/VP16-NR2E3 two-hybrid, luciferase; inhibition of corepressor binding, % at 3.98 µM; hit rate 0.35% among 360,000; AID 602229;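 active = inhibition above the mean of all tested compounds plus 3 SD, cut at about 70% in these data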;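 note: 0% = DMSO with NR2E3 transfected cells and 100% = cells lacking NR2E3 construct; higher means lower luciferase signal from less NR2E3 corepressor binding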
Target sequence (Q9Y5X4 whole entry, looked up, the tested form may be a part): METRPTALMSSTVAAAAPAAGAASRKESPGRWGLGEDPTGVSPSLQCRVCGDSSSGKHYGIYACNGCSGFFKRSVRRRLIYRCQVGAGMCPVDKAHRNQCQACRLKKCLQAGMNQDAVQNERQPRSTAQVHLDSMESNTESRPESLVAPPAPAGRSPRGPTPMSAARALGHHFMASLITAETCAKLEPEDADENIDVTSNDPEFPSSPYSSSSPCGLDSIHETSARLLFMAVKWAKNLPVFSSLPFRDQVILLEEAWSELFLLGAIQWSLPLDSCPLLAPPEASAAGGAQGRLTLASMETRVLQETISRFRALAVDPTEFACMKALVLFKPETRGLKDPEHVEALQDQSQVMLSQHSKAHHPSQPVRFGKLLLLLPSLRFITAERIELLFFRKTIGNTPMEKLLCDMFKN
CF NFkB block – cystic fibrosis NF-kB activation inhibition; hit rate 0.86% among 360,000; KKLEB NF-kB-GFP reporter, PAF-induced, GFP fluorescence overnight; inhibition, % at 5 µM;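 active = at least 50% inhibition at 5 µM, scaled per plate between neutral and stimulator controls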;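 note: PAF is a Pseudomonas aeruginosa culture filtrate used as stimulus; plate controls were PAF-stimulated DMSO wells for no effect and unstimulated DMSO wells for full effect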
NR2E3 ag-2 – activates human photoreceptor nuclear receptor NR2E3 | Q9Y5X4 | GST-NR2E3/biotin-RetCOR TR-FRET, 1536-well | inhibition of corepressor binding, % at 4.78 µM | hit rate 0.12% among 320,000 | AID 2300;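 active = percent inhibition above the cutoff of mean plus 3 SD of all tested compounds, set per screening campaign, cut at about 20% in these data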;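 note: 0% = DMSO wells and 100% = biotin wells as full block of FRET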
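Material: NR2E3–RetCOR corepressor complex / Incubation: Compound–protein incubation for 5 h at 4 °C / Dosing: compound at 4.8 µM, single dose / Detection: time-resolved FRET / Benchmarks: high control biotin, low control 0.6% DMSO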
iPSC survival up – increases survival of single human iPS cells; hiPSC single-cell survival, ATPlite luminescence; 100% = ROCK inhibitor wells, 0% = DMSO; survival enhancement, % at 20 µM; hit rate 0.044% among 360,000; in the data active = survival enhancement above about 18%;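 note: cells exposed to compounds for 16 hours before the ATP read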
TRPM1 prom inh – reduces MITF-dependent TRPM1 promoter luciferase signal; AID 488899; hit rate 0.83% among 330,000; SK-MEL-5 TRPM1 promoter luciferase, 24 h; inhibition, % at 12.5 µM;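 active = mean inhibition across replicates of 60% or more, whatever share of single replicates reaches that level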; note: values of inactives mirror those of a sister screen read the other way
HIF-2a inh – blocks HIF-2a reporter activity. 786-0 RCC cells HIF-2a reporter, luciferase luminescence, overnight. inhibition, % at 18.8 µM. hit rate 0.72% among 360,000;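 active = inhibition of the luminescence signal of 40% or more relative to plate controls, in a single-dose primary screen at 18.75 µM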
TRAIL sens C8 – caspase-8 TRAIL sensitization; NB7+C8 cells + TRAIL, ATPlite viability luminescence; inhibition (viability loss, TRAIL sensitization), % at 10 µM; hit rate 1% among 360,000;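 active = compounds causing at least 50% loss of cell viability in the single-dose screen, relative to plate controls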
* marks the source's active call; other numbers are inactive results; nt = not tested or not shown. This is a subset; the hit share may differ from the screen's.

Screens in order – LMP1 NFkB inh, Peg3 promoter, Shn3 inh set2, KKLEB cytotox, NR2E3 ag-1, CF NFkB block, NR2E3 ag-2, iPSC survival up, TRPM1 prom inh, HIF-2a inh, TRAIL sens C8
1: CCNNC(=O)C(O)(c1cccc(C)c1)c1cccc(C)c1
    9, 1, -8, 7, 9, -2, 0, -0.3, 3, 18, -9
2: CCn1ncc([N+](=O)[O-])c1C(=O)Nc1c(C)nn(Cc2ccc(F)cc2)c1C
    2, 15, -11, -4, 10, -9, -2, -0.2, 2, 14, 28
3: Oc1ccc(C[C@@H]2CNCCN2CCC23CC4CC(CC(C4)C2)C3)cc1
    -10, 51*, -8, -11, 11, 8, -4, -4.2, 19, 1, -7
4: CCCOc1ccc(F)cc1-c1cc(C(=O)NCc2cccc(C(F)(F)F)c2)[nH]n1
    nt, 2, -5, 9, 18, -1, nt, -0.3, nt, 9, -10
5: CN(C(=O)C1CCC(=O)N(Cc2ccccc2F)C1)C1CCOCC1 (centres undefined)
    8, -14, 1, 2, -12, -19, 3, 0.3, -7, -15, 14
6: COc1cccc(/C=C/C(=O)OCC(=O)N2CCCc3ccccc32)c1
    3, 5, -54, -19, -16, 2, 0, -0.3, 6, 9, 3
7: CC(C)CC(=O)NC(=S)Nc1nc(-c2ccccc2)cs1
    -8, -8, -5, 10, -36, -5, 0, 0.2, 10, -16, -6
8: CCOc1ccc(N=Nc2c(=O)[nH]n3c(=O)c4c([nH]c23)CCCC4)cc1
    -20, 22, -58, -5, 8, -16, 2, 4.8, 4, 12, -4
9: Nc1cc(Cl)ccc1N1CCOCC1
    -2, -1, 13, -4, -16, 2, 1, 0.9, 0, 0, -7
10: O=C(Cc1cccs1)N1CCN=C1SCc1ccc(F)cc1
    4, -14, -33, 1, -29, 14, 2, -0.1, 10, 16, 0
11: Cc1cc(NC(=O)CSc2c[nH]c3ccccc23)no1
    -8, 2, 9, -26, -20, 25, -1, -0.2, 7, 19, -4
12: Cc1ccc(-n2c(C)nnc2SCC(=O)N2CCc3ccccc3C2)cc1
    6, 10, -8, -8, 19, -18, -4, -0.6, 1, 2, 4
13: CCN(CC)C1CCN(C(=O)c2cc(COc3ccc(F)cc3Cl)on2)C1 (centres undefined)
    -11, -22, -31, -8, -14, 10, 2, -0.4, -6, -71, -22
14: CCOC(=O)c1nn(-c2ccccc2Cl)c(=O)cc1OCC(=O)Nc1cccc(OC)c1
    5, -2, 6, 3, -11, -18, -3, 0.1, 5, 8, -16
15: CCOC(=O)C1=C(C)N=C2SC(C)C(=O)N2C1/C=C/c1ccccc1OC (centres undefined)
    -7, 17, nt, -1, -16, 1, 0, -2.2, -13, 11, -14

An excerpt from above in order of molecular weight, smallest number first.
Screens in order – LMP1 NFkB inh, Peg3 promoter, Shn3 inh set2, KKLEB cytotox, NR2E3 ag-1, CF NFkB block, NR2E3 ag-2, iPSC survival up, TRPM1 prom inh, HIF-2a inh, TRAIL sens C8
9: Nc1cc(Cl)ccc1N1CCOCC1
    -2, -1, 13, -4, -16, 2, 1, 0.9, 0, 0, -7
1: CCNNC(=O)C(O)(c1cccc(C)c1)c1cccc(C)c1
    9, 1, -8, 7, 9, -2, 0, -0.3, 3, 18, -9
7: CC(C)CC(=O)NC(=S)Nc1nc(-c2ccccc2)cs1
    -8, -8, -5, 10, -36, -5, 0, 0.2, 10, -16, -6
5: CN(C(=O)C1CCC(=O)N(Cc2ccccc2F)C1)C1CCOCC1 (centres undefined)
    8, -14, 1, 2, -12, -19, 3, 0.3, -7, -15, 14
6: COc1cccc(/C=C/C(=O)OCC(=O)N2CCCc3ccccc32)c1
    3, 5, -54, -19, -16, 2, 0, -0.3, 6, 9, 3
2: CCn1ncc([N+](=O)[O-])c1C(=O)Nc1c(C)nn(Cc2ccc(F)cc2)c1C
    2, 15, -11, -4, 10, -9, -2, -0.2, 2, 14, 28
13: CCN(CC)C1CCN(C(=O)c2cc(COc3ccc(F)cc3Cl)on2)C1 (centres undefined)
    -11, -22, -31, -8, -14, 10, 2, -0.4, -6, -71, -22
4: CCCOc1ccc(F)cc1-c1cc(C(=O)NCc2cccc(C(F)(F)F)c2)[nH]n1
    nt, 2, -5, 9, 18, -1, nt, -0.3, nt, 9, -10

(listing goes on)
Screens in order – LMP1 NFkB inh, Peg3 promoter, Shn3 inh set2, KKLEB cytotox, NR2E3 ag-1, CF NFkB block, NR2E3 ag-2, iPSC survival up, TRPM1 prom inh, HIF-2a inh, TRAIL sens C8
16: CCOc1ccc(NC(=O)CSc2nc3ccccc3c(=O)n2CCCC(=O)NCC2CCCO2)cc1 (centres undefined)
    -3, 11, 8, -13, -10, 11, 0, 0.0, 0, 1, -19
17: COc1ccc(NC(=O)C2(C)CCN2Cc2ccc3ccccc3c2)cc1OC (centres undefined)
    nt, 10, 24, 11, 21, -3, nt, -0.5, nt, -8, -6
18: Cc1cccc(-n2cnc3cc(C(=O)N4CCc5ccccc54)ccc32)c1
    -2, -7, -5, 14, -1, 9, -2, -0.1, 1, -14, 5
19: Cc1cccc(NC(=O)c2ccccc2NC(=O)c2ccco2)c1
    0, -6, 11, -3, -1, 14, 1, -0.3, -13, -43, -4
20: CC(C)(C)c1ccc(C(=O)NCc2nnc(SCC(=O)NCC3CCCO3)o2)cc1 (centres undefined)
    -8, -3, 2, -4, -11, -19, 0, 0.0, -1, 4, 4
21: COc1ccc(C2=Nc3ccccc3NC(=O)C2N(CCc2cc(OC)cc(OC)c2)C(C)=O)cc1 (centres undefined)
    nt, -17, -12, 0, -25, -25, nt, 0.1, nt, -26, -12
22: CN(C)Cc1ccc(O)c(CCc2ccccc2)n1
    -3, 12, -1, -2, -15, 8, 1, -1.6, 8, 4, 15
23: COc1ccc(-n2c(SCC(=O)N(C)C3CCS(=O)(=O)C3)nc3ccc(O)cc3c2=O)cc1OC (centres undefined)
    0, 7, -9, -8, -23, 0, nt, 5.9, -3, 19, 1
24: Cc1nc(Br)c(Br)n1Cc1ccccc1
    -1, 5, 1, 1, 8, 12, nt, 0.6, nt, 14, -3
25: O=C(/C=C/c1ccc(Cl)cc1Cl)n1cccn1
    -21, 24, 2, 2, -19, -17, -2, 3.2, 12, -6, 4
26: CCOC(=O)CSc1c(-c2ccc(Cl)cc2)[nH]c2ccccc12
    6, 15, 11, -4, 10, 5, 1, -2.5, 20, -146, 7
27: O=C(O)c1ccccc1C(=O)Nc1cccc([N+](=O)[O-])c1
    -2, -12, -6, 0, -45, 0, 1, -0.2, -11, 14, 11
28: CCCN(CCC)CCNC(=O)CS(=O)Cc1nc(-c2ccc(C)cc2)oc1C (centres undefined)
    5, -13, -6, -8, 14, 12, -2, -1.6, 5, 3, -4
29: CC(=O)c1cccc(Nc2nc(N3CCOCC3)nc(N3CCOCC3)n2)c1
    0, -12, 6, -3, -29, 5, -2, 0.0, -14, 13, 13
30: Cc1cc(N2CCN(c3cccc(C)c3C)CC2)nc(-c2ccccc2)n1
    2, 20, 14, 5, -43, 8, 1, -2.6, -3, 12, -3
31: O=C(N/N=C/c1ccc(Cl)cc1Cl)c1ccc(-n2cnnn2)cc1
    -9, 5, 7, -6, 7, -8, 4, -0.5, -60, 10, -11
32: COc1ccc(OC)c(-c2cc(-c3cccnc3)nc(N)c2C#N)c1
    3, 15, -8, -9, -44, -8, 1, -0.6, 5, 3, 2
33: CCCNC(=O)N1CCC(C(=O)c2cccc(F)c2)CC1
    -3, 7, 10, -1, 6, 2, 2, 2.8, 5, 30, -9
34: c1ccc(CSc2ccc(-c3ccc4c(c3)OCO4)nn2)cc1
    -34, -229, -92, 1, -36, -7, -3, -1.4, -87, -203, 34
35: CC(=O)Nc1ccc(NC(=O)CCc2ccc(C)o2)cc1
    8, 10, 9, 13, -18, 4, 1, 0.9, 0, -7, 5
36: COc1cccc(CNc2nc3cc(-c4cccc(C(=O)NCCO)c4)sc3c(=O)n2C)c1
    nt, -4, -10, -20, 8, 15, nt, -0.4, nt, 6, 5
37: CC1CCCN(C(=O)Cc2cn(Cc3cccc(Cl)c3)c3ccccc23)C1 (centres undefined)
    -6, 34, 12, 2, -15, 2, 4, 0.2, 15, 19, 19
38: C=CCN=C(NC#N)SC
    5, 15, -18, -1, 32, 10, 3, -0.7, 2, 13, -6
39: CCOCC(=O)N1CCc2ccccc21
    0, 16, -16, 5, 2, 3, -3, 5.0, 14, 0, -5
40: CCCC(=O)C1=C(O)C(C(=O)OC)C(C)(C)CC1=Nc1ccc(C)cc1 (centres undefined)
    3, 13, 8, -5, -13, -1, -4, 0.7, 2, 19, -5
41: CC(C)(C)NC(=O)c1ccc2c(c1)N(CC(=O)N1CCCCC1)C(=O)C(C)(C)O2
    2, -3, -7, -2, -26, 2, 5, 0.4, -15, -2, 6
42: O=C(CCC1CCCN(c2ncccn2)C1)N1CCN(c2ccccn2)CC1 (centres undefined)
    -12, -1, -1, 16, 0, 22, 4, -0.6, 1, 14, -5
43: COC(=O)c1c(NC(=O)CCc2ccc(C)o2)sc(C)c1C
    -2, 8, 3, -5, -14, 2, 1, -2.7, 10, 14, -15
44: COc1cccc(-c2nc(CS(=O)CC(=O)NC(C)CCc3ccccc3)c(C)o2)c1 (centres undefined)
    -2, 23, 0, 8, -4, 9, 0, 0.4, 8, -7, 3
45: Cc1ccc(OC(=O)COc2ccccc2C)cc1
    -3, 1, 4, 0, -6, 6, -4, -0.3, 13, 5, 4

46: CC[C@@H](C)[C@@H]1CN([C@@H](C)CN2CCC[C@H]2CN2C(N)=NC[C@@H]2Cc2ccccc2)C(=N)N1CCc1ccc(Cl)c(Cl)c1
47: Cc1cc(NC(=O)CSc2nnc3ccc(-c4ccccc4)nn23)no1
48: CCOCCCn1c(SCC(=O)N(C)C2CCS(=O)(=O)C2)nc2ccccc2c1=O (centres undefined)
49: CC12CCC(=O)N1C(C(=O)Nc1nccs1)CS2 (centres undefined)
50: COC(=O)c1ccccc1NC(=O)C1CC(=O)N(c2ccc(OC)cc2)C1 (centres undefined)
51: COc1ccc(NC(=O)c2c(C)nn(Cc3ccccc3)c2Cl)cc1S(=O)(=O)N1CCOCC1
52: Cc1ccc(SCC(=O)N2CCN(S(=O)(=O)c3cccs3)CC2)cc1
53: S=C(NC1CC1)N1CCN(C(=S)NC2CC2)CC1

| compound no. | 46 | 47 | 48 | 49 | 50 | 51 | 52 | 53 |
| --- | --- | --- | --- | --- | --- | --- | --- | --- |
| LMP1 NFkB inh | -1 | -13 | -4 | 0 | 4 | 2 | -3 | -1 |
| Peg3 promoter | -13 | -8 | 6 | 5 | 15 | 19 | 12 | 10 |
| Shn3 inh set2 | 21 | -8 | -7 | -6 | 5 | 33 | 18 | 6 |
| KKLEB cytotox | 7 | -7 | 4 | -23 | -10 | -11 | 0 | 2 |
| NR2E3 ag-1 | -1 | -1 | -10 | -17 | 9 | 12 | -22 | 16 |
| CF NFkB block | -19 | -10 | 6 | 21 | 15 | 11 | 20 | -4 |
| NR2E3 ag-2 | nt | nt | 1 | nt | 3 | 2 | nt | 2 |
| iPSC survival up | 2.4 | 0.5 | -0.1 | -0.1 | -0.5 | 0.7 | 2.9 | -0.2 |
| TRPM1 prom inh | 12 | nt | -2 | 9 | -6 | 13 | 1 | 14 |
| HIF-2a inh | 11 | 20 | 9 | 4 | -2 | 16 | -38 | 0 |
| TRAIL sens C8 | 3 | 3 | -3 | -9 | 12 | -8 | -4 | 6 |
